CSN deneddyl inh = inhibitors of human CSN-mediated cullin deneddylation. Purified CSN, SCF-Nedd8-OG deneddylation, fluorescence polarization. inhibition, % at 12.5 µM. 360,000 tested, 0.38% active. AID 651999;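 active = pattern-corrected inhibition above about 35%, with an unprinted fluorescence ratio check between 0.5 and 1.5, limit read from the data, passing the limit was not always enough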;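 also: 0% = enzyme with substrate and 100% = substrate without enzyme; some results filed as inactive read as strong as hits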
Target sequence (Q92905 whole entry, looked up, one chain of several): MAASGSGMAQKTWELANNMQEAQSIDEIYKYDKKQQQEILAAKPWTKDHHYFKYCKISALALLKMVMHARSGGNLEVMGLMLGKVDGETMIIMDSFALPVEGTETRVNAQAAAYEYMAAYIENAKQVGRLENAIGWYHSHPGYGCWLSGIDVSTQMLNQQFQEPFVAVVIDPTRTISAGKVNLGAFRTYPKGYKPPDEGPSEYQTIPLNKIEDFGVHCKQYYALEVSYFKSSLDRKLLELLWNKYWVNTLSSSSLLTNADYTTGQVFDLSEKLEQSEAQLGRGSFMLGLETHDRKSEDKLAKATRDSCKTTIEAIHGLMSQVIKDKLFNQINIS
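test system = HEK293T-derived human Csn5 enzyme | amount = 0.24 nM Csn5 enzyme, final concentration | medium = Tris/NaCl/DTT buffer, pH 7.5 | schedule = 90 min reaction at room temperature | signal = FP | evaluation = inhibition of Csn5 cleavage, % | compound dosing = single dose of 12.5 µM compound with 0.25% DMSO | probe or stimulus = 10 nM SCFSkp2-Nedd8OG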
Scp1 inh = inhibitors of human Scp-1 phosphatase; AID 493091; Recombinant Scp1, phosphopeptide, malachite green phosphate absorbance; 340,000 tested, 0.88% active; inhibition, % at 20 µM;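 active = inhibition above about 50% at 20 µM, limit read from the data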;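 also: plate controls were DMSO wells with enzyme for no effect and wells lacking enzyme for full effect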
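Test system: SCP-1 catalytic domain; Buffer or medium: Acidic Tris acetate buffer with magnesium and detergent; Also added: Phosphorylated 17-residue peptide substrate; Compound: single 20 µM dose, 1% DMSO; Schedule: enzyme reaction 45 min at room temperature, colour 5 min, stabilisation 30 min; Signal: Phosphate-binding colour reagent, absorbance read at 630 nm.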
LMPTP inh = blocks human LMPTP phosphatase; P24666; inhibition, % at 20 µM; recombinant LMPTP-A, OMFP fluorogenic substrate, fluorescence intensity; 360,000 tested, 0.22% active;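 active = compounds that cut the enzyme signal by at least half of the control window in the single-dose screen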;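 also: plate controls were DMSO wells with enzyme plus substrate for no effect and substrate without enzyme for full effect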
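material = LMPTP-A | quantity = 0.625 nM enzyme | reagent = OMFP substrate, 400 µM final | buffer or medium = Bis-Tris pH 6.0, DTT, detergent | detection = endpoint fluorescence intensity from OMFP dephosphorylation | dosing = single 20 µM dose | read-out basis = % inhibition relative to no-enzyme and uninhibited control wells | control set = no-enzyme and uninhibited controls | timing = 50 min at room temperature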
Neddylation inh = inhibitors of human cullin neddylation | P61081+Q13564 | TR-FRET cullin neddylation, biochemical | calls only at 25 µM | 360,000 tested, 0.58% active; in the data active = inhibition above about 36%
NadD block = blocks S. aureus nicotinate mononucleotide adenylyltransferase. purified NadD enzyme, colorimetric absorbance read-out. inhibition, % at 20 µM. AID 602399. 360,000 tested, 0.78% active; in the data active = inhibition above about 26%; also: some compounds past the cut are filed as inactive
Rin1 Abl inh = inhibitors of human Rin1-Abl protein interaction. 360,000 tested, 0.4% active. P00519+Q13671. TR-FRET Rin1/Abl binding, biochemical. AID 588664. inhibition, % at 7.35 µM; in the data active = inhibition above about 5%, passing the limit was not always enough
DNMT1 block = DNMT1 (human) enzyme inhibition; 360,000 tested, 0.83% active; P26358; DNMT1 molecular beacon, Hinp1I cleavage, fluorescence; inhibition (reported as % activation of signal), % at 10 µM; AID 588458; in the data active = inhibition above about 50%
Rpn11 inh = inhibitors of human proteasome Rpn11. O00487. human 26S proteasome, Ub4-pepOG fluorescence polarization; 20S core pre-blocked with epoxomicin. calls only at 20 µM. 360,000 tested, 0.59% active. AID 588493;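 active = inhibition at 20 µM, scaled to each plate's controls, above about 33%, limit read from the data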
SUMO1-SIM PPI = SUMO1-SIM interaction modulation. P63165. SUMO1 binding to a labelled peptide, TR-FRET, 1 h. inhibition, % at 20 µM. 360,000 tested, 0.33% active. AID 602429; in the data active = inhibition above about 37%
Target sequence (P63165 whole entry, looked up): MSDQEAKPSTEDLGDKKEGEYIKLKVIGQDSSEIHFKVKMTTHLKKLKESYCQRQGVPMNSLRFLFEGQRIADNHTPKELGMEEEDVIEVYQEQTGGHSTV
STEP block = inhibitors of human striatal-enriched phosphatase STEP; recombinant STEP, OMFP fluorogenic substrate, fluorescence; inhibition, % at 20 µM; 360,000 tested, 0.25% active;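 active = inhibition at 20 µM, scaled per plate between control wells, above about 37%, limit read from the data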;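 also: 0% = DMSO with enzyme and substrate and 100% = substrate only without enzyme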
Target sequence (P54829 whole entry, looked up): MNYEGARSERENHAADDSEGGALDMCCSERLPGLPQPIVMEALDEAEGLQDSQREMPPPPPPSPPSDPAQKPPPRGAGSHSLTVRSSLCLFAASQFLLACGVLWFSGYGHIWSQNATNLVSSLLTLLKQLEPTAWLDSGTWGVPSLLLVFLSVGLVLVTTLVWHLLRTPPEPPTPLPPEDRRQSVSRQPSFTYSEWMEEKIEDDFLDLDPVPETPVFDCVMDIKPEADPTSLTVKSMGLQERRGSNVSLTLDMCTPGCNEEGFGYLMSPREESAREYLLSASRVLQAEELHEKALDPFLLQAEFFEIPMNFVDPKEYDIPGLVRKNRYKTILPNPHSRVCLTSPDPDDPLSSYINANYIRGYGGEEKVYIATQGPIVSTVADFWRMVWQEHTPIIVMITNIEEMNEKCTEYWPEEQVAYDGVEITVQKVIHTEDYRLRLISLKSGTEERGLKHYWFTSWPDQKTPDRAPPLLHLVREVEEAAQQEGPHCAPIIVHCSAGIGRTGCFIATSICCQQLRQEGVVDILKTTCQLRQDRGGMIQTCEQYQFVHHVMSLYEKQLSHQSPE
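Also added – OMFP at 25 µM · Test system – STEP tyrosine phosphatase · Technique – FITC-channel fluorescence of OMFP product · Schedule – 20 min at room temperature, dark · Evaluation – control-normalized % inhibition with plate pattern correction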
An asterisk follows results filed as active; i = inactive; nt = not tested or not shown; + = active, no number.

SMILES	CSN deneddyl inh	Scp1 inh	LMPTP inh	Neddylation inh	NadD block	Rin1 Abl inh	DNMT1 block	Rpn11 inh	SUMO1-SIM PPI	STEP block
COC(=O)Cc1cc(OC)c(OC)cc1Cc1cc(OC)c(OC)cc1CC(=O)OC	-2	-6	0.4	i	0	-1	-3	i	0	-1
O=C(NCCc1c[nH]c2ccccc12)N[C@@H](Cc1ccccc1)C(=O)O	2	-15	-1.0	i	-3	3	0	i	2	0
O=C(NN1C(=O)/C(=C/c2ccc(O)cc2)SC1=S)c1ccccc1O	101	-17	1.4	i	-7	-3	-2	nt	-39	-3
CC(C)CCN1CCN(Cc2cccn2-c2cccnc2)CC1CCO (stereo not drawn)	0	-16	0.8	i	-1	2	-2	i	2	2
CCOC(=O)c1ccccc1NC(=S)N1CCN(C2CCCCC2)CC1	4	9	3.9	i	-6	1	16	i	-3	16
O=C(NN=Cc1ccc(F)c(F)c1)c1ccc(NS(=O)(=O)c2cccs2)cc1	0	-5	-1.3	i	0	1	3	i	1	-2
CCOC(=O)c1sc(S(C)(=O)=O)c2c1CC(C)(C)C/C2=N/O	0	-8	-0.9	i	-3	1	-3	i	-10	-2
OCCNc1ncnc2c1ncn2Cc1ccccc1	2	-4	0.2	i	-3	-3	1	i	3	-3
Cc1ccc(C(=O)NC(=S)Nc2ccccc2C(F)(F)F)c(C)c1	-1	-3	2.3	i	-5	3	-2	i	3	7
COc1ccc(CNS(=O)(=O)c2ccc(F)c(C(=O)Nc3ccc(OC)cc3)c2)cc1	2	-8	0.3	i	-7	3	2	i	5	2
CCOC(=O)C1CCN(S(=O)(=O)c2cccc(C(=O)Nc3ccccc3)c2)CC1	2	-15	0.8	i	-14	2	1	i	-1	2
CCOC(=O)/C(O)=C(\C#N)c1nc2ccccc2[nH]1	1	-10	0.2	+	2	-1	-8	i	2	0
COc1ccc(CCC(=O)OCC(=O)Nc2sccc2C#N)cc1	2	-15	3.4	i	4	1	-13	i	15	2
COc1ccccc1CNc1nc(NCc2cccs2)nc2ccsc12	-6	nt	27	i	11	-2	-8	i	-1	2
O=C(Nc1ccccc1NS(=O)(=O)c1ccc(F)cc1)C1CCC1	-9	-6	-1.3	i	-5	2	-1	i	1	-1
COc1ccc(NC(=O)c2c(C)noc2-c2snnc2C)cc1	1	1	-2.2	i	-1	0	-1	i	-10	1
O=C1NC[C@@H](CCCCN2C[C@H](Cc3ccc(O)cc3)N(CCC3CCCCC3)C(=O)C2=O)N(Cc2ccccc2)C1=O	-2	nt	0.8	i	26	nt	nt	nt	10	nt
CCOC(CNC(=O)c1cc2c(=O)n(CC)c3ccccc3c2s1)OCC	1	-8	0.0	nt	-3	-1	-2	i	-14	-1
Cc1nc(-c2ccccc2)sc1C(=O)/C=C/c1ccc(Cl)cc1	8	-7	2.0	i	0	3	20	i	-1	4
C/C=C(\NC(C)=O)c1ccccc1	-2	-11	-0.8	i	-2	3	0	i	7	0

9 compounds out of the list, arranged by molecular weight, low to high:
SMILES	CSN deneddyl inh	Scp1 inh	LMPTP inh	Neddylation inh	NadD block	Rin1 Abl inh	DNMT1 block	Rpn11 inh	SUMO1-SIM PPI	STEP block
C/C=C(\NC(C)=O)c1ccccc1	-2	-11	-0.8	i	-2	3	0	i	7	0
O=C(Nc1ccccc1NS(=O)(=O)c1ccc(F)cc1)C1CCC1	-9	-6	-1.3	i	-5	2	-1	i	1	-1
Cc1ccc(C(=O)NC(=S)Nc2ccccc2C(F)(F)F)c(C)c1	-1	-3	2.3	i	-5	3	-2	i	3	7
O=C(NN1C(=O)/C(=C/c2ccc(O)cc2)SC1=S)c1ccccc1O	101	-17	1.4	i	-7	-3	-2	nt	-39	-3
CCOC(CNC(=O)c1cc2c(=O)n(CC)c3ccccc3c2s1)OCC	1	-8	0.0	nt	-3	-1	-2	i	-14	-1
CCOC(=O)C1CCN(S(=O)(=O)c2cccc(C(=O)Nc3ccccc3)c2)CC1	2	-15	0.8	i	-14	2	1	i	-1	2
O=C(NN=Cc1ccc(F)c(F)c1)c1ccc(NS(=O)(=O)c2cccs2)cc1	0	-5	-1.3	i	0	1	3	i	1	-2
COC(=O)Cc1cc(OC)c(OC)cc1Cc1cc(OC)c(OC)cc1CC(=O)OC	-2	-6	0.4	i	0	-1	-3	i	0	-1
O=C1NC[C@@H](CCCCN2C[C@H](Cc3ccc(O)cc3)N(CCC3CCCCC3)C(=O)C2=O)N(Cc2ccccc2)C1=O	-2	nt	0.8	i	26	nt	nt	nt	10	nt

The list continues:
SMILES	CSN deneddyl inh	Scp1 inh	LMPTP inh	Neddylation inh	NadD block	Rin1 Abl inh	DNMT1 block	Rpn11 inh	SUMO1-SIM PPI	STEP block
O=C(O)CC(C(=O)NCc1ccccc1)C1CCCO1 (stereo not drawn)	3	0	-1.1	i	-1	-2	9	i	0	-2
Cc1cccc(CCNCc2c(C(=O)O)c(C)n(-c3ccccc3)c2C)c1	3	-4	1.8	i	4	2	0	i	-3	-4
CSc1ccc(CN2CCC(C)(Oc3ccccc3F)C2)cc1 (stereo not drawn)	-7	nt	-1.2	i	-5	-1	6	i	-2	1
COc1ccc(NS(=O)(=O)c2ccc(O)c(NC(=O)c3ccc(S(=O)(=O)N4CCCC4)cc3)c2)cc1	6	12	1.7	i	-2	0	-2	i	-2	0
COc1ccc(CN(C(=O)CCC(=O)N2CCCCC2)c2nccs2)cc1OC	-5	-5	0.8	i	1	-2	8	i	-1	-5
COc1cc(S(=O)(=O)Nc2cccc3cn[nH]c23)c(OC)cc1C	3	-4	0.8	i	5	-1	1	i	0	-1
CC(C)NC(=O)N(C)C[C@@H]1Oc2ncc(-c3cccc(C#N)c3)cc2C(=O)N([C@H](C)CO)C[C@@H]1C	-5	nt	0.5	i	-3	1	2	i	-1	1
CCCCNC(=O)c1onc(CSc2ccc(Cl)cc2)c1C(=O)NCCCC	-2	0	1.9	i	-9	2	6	i	-7	-1
Cc1noc(C)c1NC(=O)N(C)C[C@H]1Oc2ccc(NC(=O)c3ccncc3)cc2C(=O)N([C@H](C)CO)C[C@@H]1C	3	68*	-3.2	i	0	0	9	i	3	-4
Cc1ccc(Nc2cc(=O)n(C)c(=O)[nH]2)cc1C	0	nt	-3.0	i	-2	-4	2	i	4	2
Cc1ccc(S(=O)(=O)N2CCN(C(=O)COC(=O)CCOc3ccccc3C)CC2)c(C)c1	-1	66*	0.2	i	7	-1	-1	i	0	0
COc1cccc(NC(=O)Nc2cc(C(=O)NC(C)C)ccc2N2CC3CC(C2)c2cccc(=O)n2C3)c1 (stereo not drawn)	-1	-7	-0.3	i	2	6	1	i	4	-2
CC1CN(C2=NC(=O)/C(=C/c3ccncc3)S2)CC(C)O1 (stereo not drawn)	1	-10	-1.4	i	-2	-1	-1	i	-11	-2
COc1ccc(NC(=O)CN(C)C(=O)CCC(=O)c2ccc(C)cc2)cc1	-5	-9	0.3	i	-2	0	-1	i	-1	1
CCOC(=O)c1c(N)nn(C(C)=O)c1-c1ccccc1	1	-4	-1.2	i	-5	2	3	i	-2	-2
C[n+]1ccc(/C=C/c2ccccc2O)c2ccccc21	-15	11	-3.0	i	16	-2	4	i	-35	-1
COc1ccc(-n2nc([N+](=O)[O-])c(=NC3CCN(Cc4ccccc4)CC3)n2O)cc1	5	-7	-2.3	i	-3	-3	-4	i	-14	-2
Cc1ccc2nc(N/N=C\c3ccc([N+](=O)[O-])o3)nc(-c3ccccc3)c2c1	0	38	7.9	i	37*	-5	15	i	-33	5
O=C(/C=C/[C@H]1O[C@@H](n2ccc(=O)[nH]c2=O)[C@H](O)[C@@H]1O)NC(c1ccccc1)c1ccccc1	1	nt	-0.6	i	0	0	-4	i	5	1
Nc1nc2cc(S(=O)(=O)NC3=NCCCCC3)ccc2s1	-4	0	-0.2	i	1	0	-3	i	-3	1
O=C(NCCO)/C(=C/c1ccc(Br)cc1)NC(=O)c1cccs1	4	-4	-2.6	i	7	1	-3	i	-4	-1
Cc1cc(=O)oc2c(CN(C)Cc3ccccc3)c(O)ccc12	4	-8	1.0	nt	4	-2	1	i	-3	-1
CCOC(=O)C1(c2ccccc2)CCCNC1=O (stereo not drawn)	3	nt	-1.5	i	1	-1	1	i	2	-2
O=C(Cn1cccc1C(=O)c1ccccc1)NCCN1CCCCCC1	3	-24	0.8	i	-11	2	-3	i	-2	0
CC(=O)N1N=C(N)SC12CCCC2	-1	-5	-0.8	i	-2	2	1	i	1	-2
CN(C)/C=C(\C=N\OCc1ccc(Cl)cc1Cl)C(=O)Nc1ccc(Cl)c(Cl)c1	-7	nt	5.8	i	29*	-2	-21	i	9	5
CC(C)(C)Cc1c(-c2cccc(Cl)c2)nc2ccc(Cl)cn12	6	nt	-0.6	i	0	5	27	+	-5	3
S=c1[nH]nc(-c2ccncc2)n1Cc1ccco1	-3	-10	-0.9	i	-1	0	3	i	3	2
CCn1ncc(CN2CCC(C(=O)Nc3cccc(-c4cccc(F)c4)c3)CC2)c1C	4	0	0.4	i	-5	-2	-3	i	0	4
O=C(NCCN1CCOCC1)c1cc(-c2ccc(Cl)c(Cl)c2)on1	0	-1	-0.1	i	-6	0	-1	i	2	-2
O=C(OCc1c(-c2ccccc2)ncc2ccccc12)c1ccc(F)cc1	-2	8	4.3	i	6	2	-5	i	-2	2
CCn1c(SCc2ccccc2)nnc1-c1ccc(S(=O)(=O)N2CCCCC2)cc1	1	7	1.1	i	1	-1	0	i	-6	0
COC(=O)c1cccc([N+](=O)[O-])c1CS(=O)(=O)c1ccc(C)cc1	3	-2	-0.7	i	-3	2	-4	i	-9	-2
O=C(Nc1ccnn1C1CCN(C2CCC2)CC1)c1ccccc1Cl	2	-4	0.9	i	-7	2	1	i	-2	0
CC1=CC(C)(C)Nc2ccc(OS(=O)(=O)c3ccc(C)cc3)cc21	0	-6	2.8	i	-4	0	-14	i	-3	1
CC(NC(=O)c1ccc([N+](=O)[O-])cc1[N+](=O)[O-])c1ccc(-c2ccccc2)cc1 (stereo not drawn)	2	3	1.0	i	0	-2	6	i	-7	-3
O=C(NCCc1ccc(Cl)cc1)c1n[nH]c2ccccc12	-9	-9	0.4	i	-2	1	-6	i	-2	0

Outcome played no part in choosing rows; about 3.8% have a hit in one of these screens.
